Compound activity from PubChem BioAssay.
PglD DTNB = C. jejuni PglD acetyltransferase inhibitors, primary screen, biochemical, DTNB colorimetric, single point | UDP-N-acetylbacillosamine N-acetyltransferase PglD (Campylobacter jejuni) | actives 0.098% (n = 360,000) | AID 602405, 2012 | purified PglD enzyme, DTNB colorimetric CoA detection | inhibition, % at 12.5 µM; in the data active = inhibition above about 16%, passing the limit was not always enough; note: strong numbers were not always called active
ERAP1 inh = human ERAP1 aminopeptidase inhibitors, primary screen, biochemical, single point, plate reader; Endoplasmic reticulum aminopeptidase 1 (Homo sapiens), Q9NZ08; recombinant ERAP1, Leu-AMC fluorescence, 60 min; inhibition, % at 10.7 µM; actives 0.15% (n = 340,000); AID 652197, 2013;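 active = mean replicate inhibition of at least 30%, or all replicates individually reaching that 30% level; inactive = mean below 30% and not every replicate reaching it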;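 note: 0% = neutral control wells and 100% = L-leucinethiol positive control wells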
PGC1a acetyl inh = inhibitors of PGC1a acetylation signal, primary screen, cell-based, U2OS, AlphaScreen, inhibitor mode. AlphaScreen anti-acetyl-lysine; with virally co-expressed GCN5 acetyltransferase. inhibition, % at 15.6 µM. actives 0.17% (n = 350,000);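 active = every replicate shows inhibition of at least 40%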;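 note: 0% = neutral control wells and 100% = positive control wells; some results beyond the cut were filed as inactive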
Cneo AK release = Cryptococcus neoformans cell lysis inducers, primary screen, AK release luminescence, single concentration. C. neoformans lysis, adenylate kinase release luminescence, 4 h; normalised: neutral wells 0, clomiphene wells 100. lysis activity, % at 15 µM. actives 0.2% (n = 360,000). AID 651654, 2012;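 active = mean lysis activity across replicates of at least 80%, whatever share of replicates individually reach that level; inactive = mean lysis activity below 80%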
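Test system: log-phase Cryptococcus neoformans yeast cells; Quantity: yeast cell density of 5 × 10^6 cells/mL; Buffer or medium: YPD; Doses: single compound concentration per well; Timing: 4 h at 37 °C static, read 1 h later; Measured by: AK luminescence; Read-out basis: lysis from increased AK signal; Control set: Clomiphene as positive control.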
RAD52 anneal inh = RAD52 DNA annealing inhibitors, primary screen, biochemical, FRET, single point, set 2. DNA repair protein RAD52 homolog (Homo sapiens), P43351. recombinant RAD52 DNA annealing, FRET fluorescence. inhibition, % at 18.7 µM. actives 0.46% (n = 360,000). AID 651710, 2012;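 active = every replicate showing at least 50% inhibition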
Target sequence (P43351 whole entry, looked up): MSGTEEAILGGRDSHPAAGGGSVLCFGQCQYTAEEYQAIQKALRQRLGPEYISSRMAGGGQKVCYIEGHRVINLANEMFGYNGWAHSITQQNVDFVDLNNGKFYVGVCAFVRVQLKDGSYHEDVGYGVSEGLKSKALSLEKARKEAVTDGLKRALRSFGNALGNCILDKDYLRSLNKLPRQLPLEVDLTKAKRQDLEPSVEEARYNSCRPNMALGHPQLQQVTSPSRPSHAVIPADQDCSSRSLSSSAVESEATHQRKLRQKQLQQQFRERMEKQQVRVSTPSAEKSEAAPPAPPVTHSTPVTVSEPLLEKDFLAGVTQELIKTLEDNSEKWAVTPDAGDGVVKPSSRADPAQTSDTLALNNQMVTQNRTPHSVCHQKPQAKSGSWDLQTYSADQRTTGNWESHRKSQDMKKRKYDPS
E-selectin induc = E-selectin induction in HUVECs, primary screen, imaging, HUVEC, immunofluorescence imaging, single point; normalized: neutral wells 0, TNF-alpha wells 100; AID 686992, 2013; activation, % at 7.58 µM; actives 0.37% (n = 260,000); P16581;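 active = mean E-selectin-positive cell signal at least 10% of the positive control, reached in at least 60% of replicates, without over 20% cell loss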;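 note: in these data hits start at about 27%; measured in HUVEC primary endothelial cells; signal is the percent of cells scored E-selectin positive by PE staining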
Target sequence (P16581 whole entry, looked up): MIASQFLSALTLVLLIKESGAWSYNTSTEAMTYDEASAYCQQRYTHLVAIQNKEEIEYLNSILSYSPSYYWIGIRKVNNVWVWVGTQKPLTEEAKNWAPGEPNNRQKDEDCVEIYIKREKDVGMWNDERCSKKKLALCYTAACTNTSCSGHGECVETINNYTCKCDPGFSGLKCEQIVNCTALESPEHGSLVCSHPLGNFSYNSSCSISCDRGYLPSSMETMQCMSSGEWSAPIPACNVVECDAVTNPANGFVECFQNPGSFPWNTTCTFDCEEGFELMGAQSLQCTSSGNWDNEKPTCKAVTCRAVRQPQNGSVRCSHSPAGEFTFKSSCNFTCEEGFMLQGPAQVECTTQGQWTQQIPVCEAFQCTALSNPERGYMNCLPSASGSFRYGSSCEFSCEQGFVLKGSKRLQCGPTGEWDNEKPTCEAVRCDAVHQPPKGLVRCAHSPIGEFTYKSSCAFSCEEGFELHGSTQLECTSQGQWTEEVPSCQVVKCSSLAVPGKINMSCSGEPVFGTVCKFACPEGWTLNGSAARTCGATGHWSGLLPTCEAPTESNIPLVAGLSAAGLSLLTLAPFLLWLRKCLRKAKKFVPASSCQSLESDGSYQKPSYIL
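Read-out basis: % PE-positive cells; Test system: HUVEC primary endothelial cells; Technique: immunofluorescence imaging; Dosing: single-point compound dose.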
RAD54 inh = inhibitors of human RAD54 branch migration, primary screen, biochemical, fluorescence, single point; RAD54 Holliday junction branch migration, FAM/BHQ fluorescence; inhibition, % at 10.4 µM; actives 0.14% (n = 360,000);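 active = mean normalized replicate activity at least 40 and at least half of replicates scoring 40 or more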;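 note: 0% = median of neutral control wells and 100% = median of positive control wells; inhibitors cause a drop in the FAM fluorescence signal; in these data hits start at about 50%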
miR122 inh = miR-122 Renilla sensor signal increase in Huh7, primary screen, miR-122 inhibitor project, cell-based, single point, plate reader; AID 602342, 2012; Huh7 miR-122 Renilla luciferase sensor, 48 h; neutral wells = 0, positive control = 100; actives 0.3% (n = 340,000); activation (reporter increase), % at 12.5 µM;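 active = mean replicate activation score at least 90 and every replicate individually at or above 90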;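 note: higher luciferase means less miR-122 activity so hits act as miR-122 inhibitors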
* = called active by the depositor; x = not tested or not shown; [ ] = dose if it differs, or a comment.

SMILES	PglD DTNB	ERAP1 inh	PGC1a acetyl inh	Cneo AK release	RAD52 anneal inh	E-selectin induc	RAD54 inh	miR122 inh
O=C(C[C@@H]1CC[C@@H]2[C@H](COC[C@H](O)CN2Cc2ccc(Cl)cc2)O1)NCc1ccccc1Cl	4	0	-44	-1	0	0.0	12	4[16.7 µM]
C[C@@H]1CCCCO[C@@H](CN(C)Cc2ccc(C(=O)O)cc2)[C@H](C)CN([C@H](C)CO)C(=O)c2cc(NS(C)(=O)=O)ccc2O1	2	3	2	-1	-4	-0.3	3	-2[16.7 µM]
CN1c2ccc(-c3cccc(F)c3)cc2[C@@H]2[C@@H](CCN2C(=O)C2CC2)[C@H]1CO	2	0	-10	-1	-24	0.3	-1	6[16.7 µM]
COCCNC(=O)C1(C)CCCN(C(=O)c2ccc(C#N)cc2)C1 (stereo not given)	5	0	x	3	-1	-0.1	7	x
CN(Cc1nc(Cc2ccccc2F)no1)CC1(N2CCOCC2)CCCCC1	2	-7	x	2	-19	5.4	-10	-3
Cc1ccc(C(C)C)c(OCC(=O)Nc2cccc(S(=O)(=O)NC3=NCCCCC3)c2)c1	2	0	x	3	-17	x	-3	4
COc1ccc(C)cc1Nc1n[n+](-c2ccccc2)c(-c2c(OC)ccc3ccccc23)s1	4	-2	x	27	102*	-0.3	2	x
C[C@@H]1CCCCO[C@H](CN(C)C(=O)NC2CCCCC2)[C@@H](C)CN([C@@H](C)CO)C(=O)c2cc(NS(=O)(=O)c3cccs3)ccc2O1	1	1	-8	0	-32	-0.2	-2	17[16.7 µM]
CC(C)C(O)(c1ccccc1)C(CN1CCOCC1)c1ccccc1 (stereo not given)	-2	-3	-26	2	-12	2.5	-8	-8
CCc1c(C)nc2ncnn2c1N1CCCC(C(=O)NCCc2ccc(OC)cc2)C1 (stereo not given)	2	x	13	5	x	x	-6	0

Six compounds from above with just PglD DTNB and ERAP1 inh:
Structure	PglD DTNB	ERAP1 inh
CN(Cc1nc(Cc2ccccc2F)no1)CC1(N2CCOCC2)CCCCC1	2	-7
C[C@@H]1CCCCO[C@H](CN(C)C(=O)NC2CCCCC2)[C@@H](C)CN([C@@H](C)CO)C(=O)c2cc(NS(=O)(=O)c3cccs3)ccc2O1	1	1
CCc1c(C)nc2ncnn2c1N1CCCC(C(=O)NCCc2ccc(OC)cc2)C1 (stereo not given)	2	x
CC(C)C(O)(c1ccccc1)C(CN1CCOCC1)c1ccccc1 (stereo not given)	-2	-3
O=C(C[C@@H]1CC[C@@H]2[C@H](COC[C@H](O)CN2Cc2ccc(Cl)cc2)O1)NCc1ccccc1Cl	4	0
CN1c2ccc(-c3cccc(F)c3)cc2[C@@H]2[C@@H](CCN2C(=O)C2CC2)[C@H]1CO	2	0

(listing goes on)
SMILES	PglD DTNB	ERAP1 inh	PGC1a acetyl inh	Cneo AK release	RAD52 anneal inh	E-selectin induc	RAD54 inh	miR122 inh
COC(=O)COc1ccc(-c2nccc(-c3ccccn3)n2)cc1	-3	-5	x	-1	-16	x	1	1
O=C(CSc1nccc(=O)[nH]1)c1cc2ccccc2o1	x	-1	x	x	-38	6.5	x	4
C/C(=N/NC(=O)CNC(=O)C1COc2ccccc2O1)c1ccc2c(c1)OCCO2 (stereo not given)	x	4	-6	x	-9	x	x	-4
Cc1n[nH]c(C)c1S(=O)(=O)N1CCCC(C(=O)NCc2cccs2)C1 (stereo not given)	-4	x	6	-1	x	x	-9	0
COc1cccc(C(=O)Nc2ccc(NC(=O)c3ccco3)nc2)c1	2	x	0	-1	x	x	-14	-3
Cc1nn(Cc2ccc(Cl)cc2Cl)c(Cl)c1/C=C/C(=O)OCC(=O)NCC(F)(F)F	-1	x	12	1	x	x	4	0
Cc1noc(C)c1CSCC(=O)Nc1nc2ccc(Oc3ccccc3)cc2s1	0	x	6	0	x	x	3	14
Cc1cc(C)cc(NC(=O)CN(c2ccc(F)cc2)S(C)(=O)=O)c1	x	-3	-15	x	-17	7.5	x	x
Cc1ccc2c(c1)C(c1ccccc1)N(C(=O)CC(C)C)CC(=O)N2 (stereo not given)	0	0	-11	0	-5	x	4	x
CCN(CCCNC(=O)C1CCN(S(=O)(=O)CC)CC1)c1ccccc1	1	3	-4	-3	4	x	0	1

Sorted by value in miR122 inh (highest first): 3 of the compounds above.
mol	miR122 inh
Cc1noc(C)c1CSCC(=O)Nc1nc2ccc(Oc3ccccc3)cc2s1	14
O=C(CSc1nccc(=O)[nH]1)c1cc2ccccc2o1	4
COC(=O)COc1ccc(-c2nccc(-c3ccccn3)n2)cc1	1

Following part
SMILES	PglD DTNB	ERAP1 inh	PGC1a acetyl inh	Cneo AK release	RAD52 anneal inh	E-selectin induc	RAD54 inh	miR122 inh
COc1cc(C=NN2CCCCC2)cc(OC)c1OC	1	-6	x	-1	2	-0.8	9	-1
COc1ccc2c3c(n(C)c2c1)[C@H](CO)N(Cc1ccccc1OC)CC31CN(C)C1	x	0	0	x	24	0.1	x	x
CCC1CN(C(=O)NCc2ccc(C)cc2)c2cc(C)ccc2O1 (stereo not given)	1	-2	-2	6	-9	0.3	-19	-6
CO[C@@H]1CN(C)C(=O)c2ccc(NC(=O)c3cc(C)on3)cc2OC[C@H](C)N(C)C[C@H]1C	1	-1	-3	-7	8	-0.2	-5	x
Cc1ccc(S(=O)(=O)N2[C@H](C(C)C)[C@H]3[C@H]4C(=O)N(c5ccccc5)C(=O)[C@H]4CC(=O)[C@H]3[C@@H]2c2ccccc2)cc1	-6	-13	2	-20	2	0.1	8	6
Nc1nnnn1/N=C/c1ccc(F)cc1	-1	4	4	3	-14	x	1	-13
Cc1cccc(-c2nc3ccccc3c(=O)n2NC(=O)c2ccc([N+](=O)[O-])c(C)c2)c1	-5	-1	0	2	4	x	-11	3
COC(=O)c1c(NC(=O)CC2NCCNC2=O)sc2c1CCCC2 (stereo not given)	-4	x	-11	-1	x	0.9	-1	-10
COC(=O)c1ccc(NC(=O)CNC(=O)c2sc3ccccc3c2Cl)cc1	1	4	x	-6	-22	7.2	-7	x
Cc1ccc(S(=O)(=O)NCC(=O)OCC(=O)Nc2cccc(S(=O)(=O)NC3=NCCCCC3)c2)cc1	6	0	-5	2	-4	3.8	-1	-5
O=C(OCc1cn([C@@H]2C[C@H](c3ccc(Cl)cc3)N(CC3CCCCC3)C[C@H]2O)nn1)c1ccccc1	3	2	8	2	-7	2.2	5	0
Cc1onc(-c2c(F)cccc2Cl)c1C(=O)OCC(=O)NCc1ccco1	-2	x	-23	0	x	x	2	-8
Cc1ccc(S(=O)(=O)N(C)c2c(C)ccc(S(=O)(=O)N3CCN(C)CC3)c2C)cc1	6	6	-34	-1	3	1.4	8	-1
O=c1[nH]cc(CN2CCOCC2)c(=O)[nH]1	-8	4	-6	0	-5	0.5	13	-1
COc1ccccc1-c1ccc([C@H]2[C@@H](C#N)N[C@@H]2CO)cc1	-1	1	-8	-5	-8	0.0	-1	x
Cc1ccc(S(=O)(=O)Nc2ccc3c(c2)CC(=O)N([C@@H](C)CO)C[C@@H](C)[C@H](CN(C)Cc2ccc(-c4ccccc4)cc2)O3)cc1	1	-1	-18	0	83*	x	1	-26[16.7 µM]
COc1ccc(Cl)cc1NCC(=O)Nc1ccc(OC)c(S(=O)(=O)N2CCCCC2)c1	-2	0	-16	0	-3	3.4	10	x
CC(=O)N1CCN(C(=O)CCNS(=O)(=O)c2ccccc2)CC1	-6	-1	7	-1	-15	x	-1	8
O=C(c1ccccc1)N1CCN(c2cc(-c3ccccc3)nc3cc(-c4cccc(Cl)c4)nn23)CC1	4	6	-4	1	-9	0.0	0	-5
O=C(C[C@H]1CC[C@H]2[C@@H](COC[C@H](O)CN2CC2CCOCC2)O1)NCC1CCCCC1	0	-2	-4	-4	-7	-0.1	-5	1[16.7 µM]
C=CC[C@H](CC(=O)N(CCO)Cc1ccccc1)C(=O)N[C@H](C)COC(=O)[C@@H](CC=C)CC(=O)OC(C)(C)C	-2	-2	x	0	-2	-0.2	-7	x
CC1(C(=O)NS(=O)(=O)C2CC2)CCCN(C(=O)c2ccc(F)c(Cl)c2)C1 (stereo not given)	-5	-1	13	0	3	-0.4	5	-3
CC(NC(=O)C1CCCN1S(=O)(=O)c1cccc2nsnc12)c1ccccc1 (stereo not given)	2	x	2	1	x	x	2	-6
O=C(O/N=C(\c1ccccc1)c1ccncc1)c1ccccc1Cl	-7	0	x	-2	-12	x	-4	-1
CCn1c(CNC(=O)c2cc(OC)c(OC)c(OC)c2)cc2ccccc21	-2	1	-34	-4	-27	x	-3	4
O=C(NCC1CCCO1)c1cc(S(=O)(=O)N2CCCCC2)ccc1Cl (stereo not given)	4	-4	-2	1	0	x	3	24
CO[C@@H]1CN(C)C(=O)c2cc(NC(=O)c3ccccc3)ccc2OC[C@H](C)N(C)C[C@@H]1C	-1	1	-20	-5	3	0.3	1	4[16.7 µM]
Cc1cc(C(=O)Nc2cccc3c2O[C@@H](CN(C)S(=O)(=O)c2ccc(F)cc2)[C@H](C)CN([C@@H](C)CO)C3=O)n(C)n1	-2	-2	-2	5	-4	-11	-3	-1[16.7 µM]
Cc1cc(C)c(S(=O)(=O)c2ccccc2C)c(OCC(C)(C)C)n1	-5	x	-2	-8	x	x	-13	1
CN(C)c1ccc(-c2nc3n(n2)C(c2cccnc2)C2=C(CC(C)(C)CC2=O)N3)cc1 (stereo not given)	-1	x	-19	-1	x	x	-2	-4
CC(C)NC(=O)Nc1ccc2c(c1)C(=O)N([C@H](C)CO)C[C@@H](C)[C@@H](CN(C)C(=O)CCC(F)(F)F)OCCCC[C@@H](C)O2	0	-2	4	0	-2	-0.2	6	-6[16.7 µM]
CCCNC(=O)Nc1ccc2c(c1)C(=O)N(C)[C@H]1CC[C@H](CC(=O)NC)O[C@H]1CO2	-9	x	7	-1	x	0.0	1	-27[16.7 µM]
CC(=O)c1ccc(NC(=O)CN2CCCC2)cc1	-1	1	20	1	-3	x	12	-7
C[C@H]1CCCCO[C@H](CN(C)C(=O)CCC(F)(F)F)[C@@H](C)CN([C@@H](C)CO)C(=O)c2cc(NC(=O)CCC(F)(F)F)ccc2O1	4	-4	11	47	3	x	12	7[16.7 µM]
O=C(NC(=O)N1CCN(c2ccccc2)CC1)c1ccc(Cl)cc1	-3	x	x	-1	x	x	1	1
Cc1nonc1C(=O)N/N=C/c1ccccc1	-3	-2	10	-1	-8	x	2	4
CCN(CC)C(=O)C1=C(C)N(Cc2ccc(OC)cc2)C(=O)C(CC(=O)NCCCCc2ccccc2)C1 (stereo not given)	-4	0	-2	-1	-6	x	3	3
C/C=C\C=C\C(=O)N1CC2(CC(c3cccc(NC(=O)/C(C)=C\C)c3)=NO2)C[C@H]1C(N)=O (stereo not given in full)	-1	-3	x	5	-39	-0.1	-16	-19
CC(=O)c1cccc(-c2ccnc3c2CC(C(=O)Nc2ccc(Cl)c(C(F)(F)F)c2)O3)c1 (stereo not given)	-8	-2	x	1	-7	-0.1	1	-3
CSc1nc(-c2ccccc2)nn1C(=O)c1ccccc1	1	1	-3	-1	-4	x	0	1
N#C[C@H]1[C@@H](c2ccccc2-c2cccc(F)c2)[C@@H](CO)N1C(=O)C1CCC1	x	2	6	x	-1	0.0	x	x
O=C(CC1Oc2ccccc2NC1=O)NC1CCCC1 (stereo not given)	2	0	3	1	-6	x	3	-5
C=CCNC(=S)N/N=C/c1ccc(OCc2ccccc2)cc1	-4	-1	-1	30	-18	0.4	-2	-13
